MC4R antagonist – MC4R antagonists of cAMP signaling, primary screen, cell-based, TR-FRET, antagonist arm of biased-ligand search | MC4R-expressing cells, MTII-stimulated cAMP, LANCE TR-FRET | inhibition, % at 6.5 µM | Melanocortin receptor 4 (Homo sapiens), P32245 | 0.48% of 360,000 active | AID 540295, 2011;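 active means inhibition above its plate's cutoff, the mean of tested wells on that plate plus 3 SD, cut at about 29% in these data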;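 further: 0% = Melanotan II alone and 100% = Melanotan II plus saturating MCL0020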
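System – human MC4R-expressing U2OS cells · Also added – Melanotan II · Dosing – one concentration, 6.5 µM nominal · Timing – 30-min compound, 1-h challenge, 1-h detection, room temperature · Measured by – Eu-cAMP/anti-cAMP TR-FRET, emission 671 nm · Replicates – singlicate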
ABHD5-PLIN5 inh – ABHD5-PLIN5 interaction inhibitors, primary screen, cell lysate, split luciferase complementation, luminescence; Split G. princeps luciferase complementation, 4 h; inhibition, % at 4 µM; 0.78% of 360,000 active; AID 602281, 2012;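 active means inhibition above the mean inhibition across every tested compound plus 3 SD, cut at about 22% in these data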;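 further: 0% = DMSO only wells and the 100% control is not disclosed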
PDI inh – inhibitors of human PDI, primary screen, biochemical, turbidity, single point, plate reader | PDI insulin aggregation turbidity, A650, 90 min | inhibition, % at 10 µM | 0.052% of 350,000 active;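 active means mean inhibition across replicates of 30% or more, whatever share of single replicates reach that level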;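 further: absorbance from insulin aggregation driven by PDI reduction with DTT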
CaV13 FRET inh – Primary screen for inhibitors of IQ motif and Ca2+-dependent inactivation inhibitor domain binding in CACNA1D, Förster resonance energy transfer in living cells, …. HEK cells, CFP/YFP FRET ICDI-IQ, plate reader, 10 min; percent FRET-ratio fall versus neutral wells. inhibition, % at 12.3 µM. 0.098% of 340,000 active. AID 743397;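 active means mean replicate inhibition of at least 30% and at least 1% of replicates passing that level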;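 further: 0% = median of the neutral control wells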
Exocytosis inh – LAMP-1 surface exposure blockers, TALL-104 cells – cell-based, flow cytometry, MLPCN library, primary screen; 0.66% of 360,000 active; inhibition, % at 10 µM; TALL-104 LAMP-1 surface exposure; cells stimulated with thapsigargin and PMA;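 active means inhibition above about 55%, limit read from the data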
N-glyco inh – increase of ERlucT glycosylation luciferase signal, primary screen, N-linked glycosylation inhibitor project, D54 ERlucT cells, luminescence, set 2; D54 ERlucT glycosylation luciferase reporter, 24 h; percent of 100 nM tunicamycin response; reporter increase, % at 12.5 µM; 0.23% of 360,000 active; AID 588692, 2011;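 active means mean luciferase reporter signal, scaled so untreated is 0 and the glycosylation-blocking control 100, at or above a set limit in every replicate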;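 further: luciferase carries N-glycosylation sites so blocking glycosylation raises the light; 0% = median of neutral control wells and 100% = median of 100 nM tunicamycin wells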
ABCB6 inh 2 – ABCB6 transporter inhibitors, primary screen, K562-ABCB6 cells, flow cytometry, MLPCN library. 0.19% of 360,000 active. K562-ABCB6 porphyrin accumulation, 1 h; active compounds read low. ATP-binding cassette sub-family B member 6 (Homo sapiens), Q9NP58. AID 602162, 2011. fluorescence ratio to DMSO, % at 10 µM;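 active means fluorescence ratio to DMSO below 75%, the collection mean minus 3 SD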;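 further: signal is porphyrin accumulated inside mitochondria; 100% equals median channel fluorescence of DMSO control wells; lower ratio means ABCB6 inhibition with less porphyrin fluorescence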
Target sequence (Q9NP58 whole entry, looked up): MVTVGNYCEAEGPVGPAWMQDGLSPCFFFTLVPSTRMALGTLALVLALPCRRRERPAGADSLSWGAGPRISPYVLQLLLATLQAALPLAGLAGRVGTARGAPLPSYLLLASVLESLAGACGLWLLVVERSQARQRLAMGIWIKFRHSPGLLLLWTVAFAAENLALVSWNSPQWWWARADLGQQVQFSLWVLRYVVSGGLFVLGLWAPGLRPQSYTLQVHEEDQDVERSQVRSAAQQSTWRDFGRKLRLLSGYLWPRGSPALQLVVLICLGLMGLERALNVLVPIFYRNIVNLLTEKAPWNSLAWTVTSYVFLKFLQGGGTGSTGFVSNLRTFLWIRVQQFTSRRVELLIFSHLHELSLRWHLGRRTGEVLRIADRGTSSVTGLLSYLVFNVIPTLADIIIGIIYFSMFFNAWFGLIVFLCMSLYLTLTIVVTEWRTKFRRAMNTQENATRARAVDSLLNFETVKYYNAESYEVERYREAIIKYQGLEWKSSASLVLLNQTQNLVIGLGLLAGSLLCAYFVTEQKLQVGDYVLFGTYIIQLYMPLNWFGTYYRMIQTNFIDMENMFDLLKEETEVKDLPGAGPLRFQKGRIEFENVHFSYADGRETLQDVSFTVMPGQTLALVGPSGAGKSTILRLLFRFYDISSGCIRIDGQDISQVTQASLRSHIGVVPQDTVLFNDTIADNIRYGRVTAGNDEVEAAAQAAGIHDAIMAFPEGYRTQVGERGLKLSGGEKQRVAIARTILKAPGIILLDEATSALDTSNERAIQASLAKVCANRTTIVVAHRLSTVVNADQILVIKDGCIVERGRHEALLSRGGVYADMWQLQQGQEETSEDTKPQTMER
MC4R ag barr – MC4R agonists recruiting beta-arrestin, primary screen, cell-based, luminescence, agonist arm of biased-ligand search. 0.98% of 360,000 active. U2OS MC4R beta-arrestin complementation; percent of melanotan II response, DMSO zero. activation, % at 8.9 µM. Melanocortin receptor 4 (Homo sapiens), P32245. AID 540308, 2011;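 active means activation above a per-plate cutoff, the mean activation of sample wells on that plate plus 3 SD, cut at about 8% in these data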
m5-HT2A agonist – mouse Htr2a agonists via beta-arrestin recruitment, primary screen, cell-based, luminescence; 5-hydroxytryptamine receptor 2A (Mus musculus), P35363; CHO-K1 mHTR2A beta-arrestin complementation; percent of 30 µM serotonin response; activation, % at 7.6 µM; 0.66% of 360,000 active; AID 624169, 2012;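 active means activation above a run cutoff, the mean activation of all tested compounds plus 3 SD, cut at about 14% in these data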;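 further: 0% = plate median of compound wells and 100% = 30 µM serotonin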
Cardio protect – cardioprotection against H2O2-induced cell death, primary screen, uHTS, H9c2 cells, ATPLite luminescence; AID 588492, 2011; protection from H2O2 cell death, % at 20 µM; 0.63% of 360,000 active; H9c2 cardiomyocytes, H2O2 injury protection, 2 h;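 active means compounds giving at least 50% protection of heart cells from peroxide-induced death in the single-dose screen, raw or plate-pattern-corrected value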;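 further: 0% = DMSO wells with peroxide and 100% = DMSO wells without peroxide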
* marks the source's active call; other numbers are inactive results; x = no result given.

SMILES	MC4R antagonist	ABHD5-PLIN5 inh	PDI inh	CaV13 FRET inh	Exocytosis inh	N-glyco inh	ABCB6 inh 2	MC4R ag barr	m5-HT2A agonist	Cardio protect
C=CCNC(=O)c1ccc2c3n(nc2c1)-c1ccc(C)cc1CO3	7	2	-3	-12	-7	-1	90	0.2	1	-6
COc1ccc(NC(=O)C2(C)CCN2Cc2ccc(OC(C)C)cc2)cc1OC (centres undefined)	3	-5	-3	-5	-18	3	89	-0.8	0	-14
Cc1ccc(N(C)S(=O)(=O)c2c(C)[nH]c(C)c2C(=O)N2CCCC2)cc1	8	0	3	-2	-2	1	95	-2.6	6	3
COc1ccccc1S(=O)(=O)CC(O)COc1ccccc1Cl (centres undefined)	14	2	-7	-6	-4	4	99	-1.1	4	-1
CCCN1C(=O)/C(=C/c2ccc(C)s2)NC1=S	-1	-7	4	-12	-3	x	104	3.3	6	-5
CN(C(=O)c1ccc(NC(=O)Cc2cccc(NC(=O)C3CCCN(C(=O)CCc4ccccc4)C3)c2)cc1)C1CCCC1 (centres undefined)	11	15	10	-11	12	-1	94	0.1	-2	-7
Cc1ccc(N=Cc2c(C)[nH]n(-c3ccccc3)c2=O)nc1	16	-5	-3	2	-2	-1	97	0.2	-2	8
CC(=O)NC1CC(C)(C)N(OC(C)=O)C(C)(C)C1	16	1	7	-5	-2	1	96	1.3	3	-1
CCCC#Cc1cnc2c(c1)C(=O)N([C@H](C)CO)C[C@@H](C)[C@@H](CN(C)C(=O)Nc1cccc(F)c1)O2	9	-1	3	-9	-7	1	100	-0.1	1	-2
COc1ccc(-c2cc(-c3ccccc3)no2)cc1	6	-1	0	-3	-5	-14	97	1.7	1	-26
O=C(C1CCC(=O)N1Cc1ccccc1Cl)N1CCN(c2cccc(Cl)c2)CC1 (centres undefined)	14	10	-1	x	0	2	106	0.4	3	-2
COc1ccc(CNC(=O)[C@@H]2CC=C[C@@H]3CCN(C4CCCCC4)C(=O)[C@@H]32)cc1	4	5	-7	-6	2	-1	100	-3.0	0	-3
O=C(CSc1nc2ccccc2[nH]1)N/N=C/c1ccco1	21	-11	-5	-7	36	0	99	0.3	-1	1
COc1cc(NC(=O)c2cc(OC)c(OC)c(OC)c2)ccc1NC(=O)c1cccs1	-2	-3	3	-6	-1	-3	107	0.4	-1	32
COc1cccc(OC)c1C(=O)Nc1ccc(NC(=O)c2ccco2)cc1	-1	-3	-7	x	1	2	98	-1.4	2	4
CCc1nc2ccccc2c(C(=O)OC2CCCCC2=O)c1C (centres undefined)	13	3	24	-3	0	-1	107	-2.4	0	5
CC(C)N(C)NC(=S)Nc1ccccc1	5	-4	-7	-5	2	1	102	-0.7	2	-5
COc1ccc(CNC(=O)C[C@H]2C[C@H](C(=O)N3CCOCC3)[C@@]3(CCC4CCCC4)c4[nH]c5cc(-c6ccco6)ccc5c4CCN3C2=O)cc1OC	7	29*	8	-4	13	0	102	-2.0	0	-12
CSCCC(NC(=O)c1ccco1)C(=O)OCc1cc([N+](=O)[O-])cc2c1OCOC2 (centres undefined)	11	1	2	-4	-4	0	96	-2.0	-3	-2
Cc1cc(-n2cnnn2)cc(C)c1S(=O)(=O)NCCOc1ccccc1	-2	-3	-14	-2	-7	3	92	-1.4	5	-4
CC(=O)Nc1ccccc1NC(=O)c1ccc(C)c(C)c1	0	0	-1	-7	-2	0	98	-0.5	-3	3
CCOC(=O)N1CCC(NC(=O)c2ccc3c(Cl)c4c(nc3c2)CCCC4)CC1	6	-1	x	-9	-2	8	96	-1.1	18*	10
O=C1C2C3C=CC([C@@H]2C(=O)N1c1nccs1)C31CC1 (some centres undefined)	-3	-3	-2	-8	0	1	103	-1.1	3	8
CCOC(=O)/C(C#N)=C1/SC(C)C(=O)N1c1ccc(Br)cc1 (centres undefined)	3	-12	-1	-4	0	3	101	1.9	1	3
CC(C)C(NS(=O)(=O)c1ccc2c(c1)OCCCO2)C(=O)O (centres undefined)	4	13	6	-18	-1	1	104	6.4	2	10

Five neighbouring records from above, for reference:
SMILES	MC4R antagonist	ABHD5-PLIN5 inh	PDI inh	CaV13 FRET inh	Exocytosis inh	N-glyco inh	ABCB6 inh 2	MC4R ag barr	m5-HT2A agonist	Cardio protect
C=CCNC(=O)c1ccc2c3n(nc2c1)-c1ccc(C)cc1CO3	7	2	-3	-12	-7	-1	90	0.2	1	-6
COc1ccc(NC(=O)C2(C)CCN2Cc2ccc(OC(C)C)cc2)cc1OC (centres undefined)	3	-5	-3	-5	-18	3	89	-0.8	0	-14
Cc1ccc(N(C)S(=O)(=O)c2c(C)[nH]c(C)c2C(=O)N2CCCC2)cc1	8	0	3	-2	-2	1	95	-2.6	6	3
COc1ccccc1S(=O)(=O)CC(O)COc1ccccc1Cl (centres undefined)	14	2	-7	-6	-4	4	99	-1.1	4	-1
CCCN1C(=O)/C(=C/c2ccc(C)s2)NC1=S	-1	-7	4	-12	-3	x	104	3.3	6	-5

The listing picks up, starting 5 compounds before the break.
SMILES	MC4R antagonist	ABHD5-PLIN5 inh	PDI inh	CaV13 FRET inh	Exocytosis inh	N-glyco inh	ABCB6 inh 2	MC4R ag barr	m5-HT2A agonist	Cardio protect
CC(=O)Nc1ccccc1NC(=O)c1ccc(C)c(C)c1	0	0	-1	-7	-2	0	98	-0.5	-3	3
CCOC(=O)N1CCC(NC(=O)c2ccc3c(Cl)c4c(nc3c2)CCCC4)CC1	6	-1	x	-9	-2	8	96	-1.1	18*	10
O=C1C2C3C=CC([C@@H]2C(=O)N1c1nccs1)C31CC1 (some centres undefined)	-3	-3	-2	-8	0	1	103	-1.1	3	8
CCOC(=O)/C(C#N)=C1/SC(C)C(=O)N1c1ccc(Br)cc1 (centres undefined)	3	-12	-1	-4	0	3	101	1.9	1	3
CC(C)C(NS(=O)(=O)c1ccc2c(c1)OCCCO2)C(=O)O (centres undefined)	4	13	6	-18	-1	1	104	6.4	2	10
Cc1ccc(S(=O)(=O)N2CCN(C(=O)CN3C(=O)NC4(CCCCC4)C3=O)CC2)c(C)c1	10	8	0	-2	-2	-1	99	-1.1	8	6
C#CCOCCOCCOCCNc1nc(N2CCOCC2)nc(N2CCN(C(=O)CCCCCCCCCCNC(=O)Cn3cc(CCCCCN)nn3)CC2)n1	-1	3	-3	-6	-14	2	86	0.8	3	-2
CC(C)CCN(C)C1CCN(C(=O)Nc2c(F)cccc2F)CC1	8	0	-8	-5	0	-1	104	0.3	0	10
O=C(OCCN1CCCCC1)C1(c2ccccc2)CCCC1	2	2	0	-6	-1	-2	98	-0.1	-4	-10
O=C(OCc1cccc(F)c1)c1ccc2c(=O)n3c(nc2c1)CCC3	4	0	6	-5	1	2	99	-0.6	18*	-10
Cc1cc(C(=O)NCc2cc(C(=O)O)oc2C)c(C)o1	2	3	-7	-5	-3	0	98	-1.6	-3	4
COc1ccc(-c2cc(=O)oc3cc(OC(C)C(=O)NC(Cc4c[nH]c5ccc(O)cc45)C(=O)O)ccc23)cc1 (centres undefined)	-4	6	x	x	7	0	95	-0.3	3	0
COc1ccc2[nH]c(=O)c(CN(Cc3cccs3)S(=O)(=O)c3c(C)ccc4nsnc34)cc2c1	-1	-11	4	-3	3	-8	96	0.4	-1	69*
CN(C)C(CNC(=O)c1cc(Br)c(Br)s1)c1ccco1 (centres undefined)	6	6	14	-12	-1	0	96	-0.6	2	3
CC(=O)Nn1c(C)nnc1-n1nc(C)cc1C	-4	-2	-7	x	0	0	101	-1.9	-14	-4
N#Cc1ccc(NCC(=O)N2CCN(S(=O)(=O)c3ccccc3)CC2)cc1	9	-8	-13	-5	4	1	95	-0.5	-6	4
C[C@@H]1NS(=O)(=O)[C@H]2C[C@@H]3C=C[C@]2(O3)[C@H]1OC(=O)c1ccccc1Br	1	6	2	-1	-8	1	99	0.4	1	-4
O=C(NN=Cc1ccccc1O)NN=Cc1ccccc1O	-1	0	-3	-7	0	-3	92	0.6	-2	6
CC(=O)Oc1ccc(/C=C(\NC(=O)c2ccco2)C(=O)NCc2ccco2)cc1	17	1	8	-2	-1	1	103	-0.1	-7	2
CSc1nc(Cc2ccccc2)cc(=O)[nH]1	24	-1	1	-4	-2	0	106	-1.2	0	1
O=C(/C=C/c1ccco1)Oc1ccc(C(=S)N2CCOCC2)cc1	11	2	5	-1	-1	-2	102	-2.1	-3	3
O=S(=O)(Cc1ccccc1)Nc1ccc(S(=O)(=O)N2CCCC2)cc1	-1	1	-4	-13	0	2	98	-0.1	-4	1
CCCCn1nnnc1SCC(=O)NCc1ccco1	-2	2	21	-3	0	2	96	-2.5	2	4
FC(F)(F)c1nnc2ccc(Sc3ccccn3)nn12	2	0	-15	-3	-5	1	99	0.3	-1	5

Quoted at random: 2 entries already listed, in no set order.
SMILES	MC4R antagonist	ABHD5-PLIN5 inh	PDI inh	CaV13 FRET inh	Exocytosis inh	N-glyco inh	ABCB6 inh 2	MC4R ag barr	m5-HT2A agonist	Cardio protect
O=S(=O)(Cc1ccccc1)Nc1ccc(S(=O)(=O)N2CCCC2)cc1	-1	1	-4	-13	0	2	98	-0.1	-4	1
C#CCOCCOCCOCCNc1nc(N2CCOCC2)nc(N2CCN(C(=O)CCCCCCCCCCNC(=O)Cn3cc(CCCCCN)nn3)CC2)n1	-1	3	-3	-6	-14	2	86	0.8	3	-2
